HttQ103 aggreg: qHTS Multiplex Assay to Identify Dual Action Probes in a Cell Model of Huntington: Aggregate Formation (GFP); AID 1688, 2009; hit rate 1.1% among 220,000; PC12 HttQ103-GFP aggregates, Acumen cytometry, 40 h; Potency, µM (series often up to 46.1 µM), for inactives: at the top dose activity change, negative = inhibition, actives largely listed as inhibitors; also: potency is read from the fitted curve at half-maximal effect; % is scaled to controls: 0 for no effect and ±100 for the full control effect; nearly all actives have a fitted effect of over 60% in size
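Multiplexed with ATP-based cell death, this channel scores GFP aggregates in PC12 cells expressing inducible HTTex1-Q103-GFP. Induction used 100 nM tebufenozide; compounds were tested in concentration series.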
CBFb RUNX1 block: qHTS Assay for Compounds Blocking the Interaction Between CBF-beta and RUNX1 for the Treatment of Acute Myeloid Leukemia. 230,000 tested, under 10 active. AlphaScreen CBFb-His/RUNX1-biotin binding, biochemical. Potency, µM (highest dose often 59.8 µM), inactives show at the top dose activity, negative = inhibition, actives largely listed as inhibitors; also: % of control where 0% means no effect
Target sequence (Q01196 whole entry, looked up): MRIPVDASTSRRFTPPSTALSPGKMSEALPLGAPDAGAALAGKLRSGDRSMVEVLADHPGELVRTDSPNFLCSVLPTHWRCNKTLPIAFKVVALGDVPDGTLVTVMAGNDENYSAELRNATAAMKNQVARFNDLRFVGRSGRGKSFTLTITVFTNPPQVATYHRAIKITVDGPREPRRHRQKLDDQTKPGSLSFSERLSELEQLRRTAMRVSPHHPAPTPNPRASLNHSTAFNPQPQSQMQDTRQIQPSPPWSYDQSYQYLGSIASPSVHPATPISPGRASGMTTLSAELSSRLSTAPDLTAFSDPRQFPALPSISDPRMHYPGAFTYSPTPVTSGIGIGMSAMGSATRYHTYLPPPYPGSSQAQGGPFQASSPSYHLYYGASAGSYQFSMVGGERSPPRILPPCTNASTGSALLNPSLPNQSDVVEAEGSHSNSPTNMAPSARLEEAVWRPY
Target sequence (Q13951 whole entry, looked up): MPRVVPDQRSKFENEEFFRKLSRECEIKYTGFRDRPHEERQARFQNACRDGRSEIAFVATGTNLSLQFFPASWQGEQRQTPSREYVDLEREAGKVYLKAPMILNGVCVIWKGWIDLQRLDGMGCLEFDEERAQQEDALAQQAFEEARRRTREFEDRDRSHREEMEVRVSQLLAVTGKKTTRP
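CBFb-His/RUNX1-biotin, 30 nM each, preincubated 20 min RT; compound 15 min RT; Ni + streptavidin beads 50 ng each, 90 min RT; AlphaScreen read.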
Luc counter: Counterscreen for Luciferase (Kinase-Glo TM) Inhibition | Potency, µM (titrated, usually from 38.3 µM), inactives show top-dose activity change, negative = inhibition, actives largely listed as inhibitors | hit rate 0.28% among 200,000 | Kinase-Glo luciferase, ATP luminescence, 8 min; also: potency is read from the fitted curve at half-maximal effect; % is scaled to controls: 0 for no effect and ±100 for the full control effect; nearly all actives have a fitted effect of over 60% in size
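Compound is pinned into ATP-containing buffer (10 uM ATP, imidazole pH 7.2, 7 mM MgCl2). Kinase-Glo luciferase reagent is then added. Light output is recorded following an 8-min room-temperature incubation.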
HTT cytoprotect: qHTS Multiplex Assay to Identify Dual Action Probes in a Cell Model of Huntington: Cytoprotection (ATP); PC12 HTT-Q103 induced, cytoprotection, ATP luminescence, 40 h; Potency, µM (doses to about 56.4 µM), for inactives: cytoprotection (ATP increase), actives largely listed as activators; hit rate 0.14% among 230,000;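 also: potency is read from the fitted curve at half-maximal effect; % of control where 0% means no effect; nearly all actives have a fitted effect of over 45% in size; toxic huntingtin expression switched on by the ecdysone agonist tebufenozide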
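Compounds added alongside 100 nM tebufenozide, which induces toxic Q103 huntingtin exon 1-GFP in stable PC12 cells; surviving cells quantified by luminescent ATP measurement. Medium: phenol red-free DMEM, 5% equine and 5% calf serum.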
LMNA splice mod: qHTS Assay for Modulators of Lamin A Splicing | HeLa LMNA splicing GFP/RFP minigene ratio, 48 h | hit rate 0.01% among 200,000 | Potency, µM (top dose mostly 46.1 µM), inactives show at the highest dose ratio change, negative = inhibition, most hits filed as inhibitors; active = well fitted inhibition curve with a large enough effect in the signal ratio, with a control signal flat, not every such curve was filed as active; inconclusive = small, poorly fitted or top-dose-only effect, or effect the other way, or a change in a side signal; the % refers to the signal ratio; also: potency is read from the fitted curve at half-maximal effect; % is scaled to controls: 0 for no effect and ±100 for the full control effect
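Read-out is the ratio of GFP to DsRed2 object intensity, acquired by 488 nm laser-scanning cytometry on HeLa lamin A-EGFP minigene reporter cells. Compound incubation 48 hrs at 37 °C in Opti-MEM with 2% FBS; DMSO 0.5% final.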
SMN2 splice enh: qHTS Assay for Enhancers of SMN2 Splice Variant Expression. HEK293 SMN2-luciferase splicing reporter, luminescence, 30-36 h. Potency, µM (top dose mostly 46.1 µM), for inactives: top-dose activity change, positive = activation, most hits filed as activators. hit rate 2.8% among 210,000; also: potency is read from the fitted curve at half-maximal effect; % of control where 0% means no effect; nearly all actives have a fitted effect of over 55% in size
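HEK293 cells carry an SMN2 […]–luciferase reporter in which exon 7 inclusion puts luciferase in frame. Cells were plated 10-12 h before compound addition, then incubated 30-36 h at 37C. ONE-Glo luminescence was read; sodium butyrate at 4.5 mM final served as control.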
IMPase Li inh: qHTS Assay for Identifying the Cell-Membrane Permeable IMPase Inhibitors: Potentiation with Lithium; Potency, µM (top dose mostly 59.4 µM), for inactives: top-dose activity, negative = IMPase inhibition, usual class: inhibitors; AID 1457, 2008; CHO-M1 cells, IP1 TR-FRET (IP-One), carbachol + lithium; hit rate 0.35% among 210,000;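 also: IP1 builds up when IMPase is blocked and the TR-FRET signal falls; potency is read from the fitted curve at half-maximal effect; plate controls were basal vehicle for no effect and high inhibitor control for full effect; nearly all actives have a fitted effect of over 50% in size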
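CHO-M1, 2000 cells/well, 16–30 h culture; cpd + low Li+, 30 min 37C; lysis with d2-IP1/Eu-anti-IP1 Ab, 10 min RT; TR-FRET 665/620 ratio and 620 channel; AC50 via Hill.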
Starred values were filed as active, the others as inactive; ? = inconclusive; / = not tested or not shown; [ ] = dose if it differs, or a comment. Unless noted, calls follow the shape of the dose curve; as a rule, active = well fitted curve in the direction sought with a large enough effect; inconclusive = small, poorly fitted or top-dose-only effect, or another doubt; inactive = no such curve, though single readings can be large; an effect the other way counts as inactive or inconclusive.

mol	HttQ103 aggreg	CBFb RUNX1 block	Luc counter	HTT cytoprotect	LMNA splice mod	SMN2 splice enh	IMPase Li inh
CC(C)Nc1nc(NC(C)C)nc(N(C#N)C(C)C(=O)N(C)C)n1 (stereo not given)	-4%[9.22 µM]	7%	-4%	10%[10 µM]	18%[46 µM]	/	5%
CCOC(=O)N1CCN(C(=S)NC(=O)c2cc(Br)ccc2Cl)CC1	-8%	11%	-5%	-15%	-11%[9.22 µM]	0%	1%
O=C(Nc1ccc2c(c1)OCCO2)c1ccc(Br)c(S(=O)(=O)N2CCOCC2)c1	-17%	1%	/	-3%[10 µM]	?	/	/
CCCCC(=O)Nc1ccc(NC(=O)c2ccccc2OC)cn1	0%	7%	-1%	-10%[10 µM]	13%	/	28%[38.3 µM]
CC(=O)Nc1ccc(C(=O)CSc2nnc(Cc3ccccc3)o2)cc1	24%	-8%	-2%	-34%[inhibitor]	1%	-21%	?
CC1Cc2cc(C3(O)C(=O)c4ccccc4C3=O)ccc2N1 (stereo not given)	12%	-10%	-4%	-14%	?	-5%	-3%[38.3 µM]
CC(=O)c1ccc(S(=O)(=O)Nc2ccc(C(=O)NCC(c3ccccc3)N(C)C)cc2)cc1 (stereo not given)	26%	-14%	0%	-8%	?	16%	19%
CCOC(=O)c1ccc(N2CSC3=C(C#N)C(c4ccc(OC)cc4OC)CC(=O)N3C2)cc1 (stereo not given)	8%	-7%	2%	-15%	5%	-2%	12%[38.3 µM]
O=C(NCCc1ccc2c(c1)OCCO2)c1cc(F)cc(F)c1	?	-3%	/	12%[10 µM]	?	/	/
COc1cccc(CC(=O)Nc2nc(C)cs2)c1	-11%	-6%	0%	/	/	23%	10%
N#Cc1cn(-c2ccccc2)nc1-c1ccc2c(c1)OCCO2	-10%	4%	0%	-21%[0.074 µM]	0%	14µM*	?
CCCN1C(=O)SC(CC(=O)Nc2ccccc2C)C1=O (stereo not given)	17%	-4%	0%	8%[10 µM]	1%	6%	16%
Cc1ccc(S(=O)(=O)N2CCCCC2)cc1C(=O)Nc1ccc2cn[nH]c2c1	-25%	-1%	-3%	6%	?	-9%	-11%[38.3 µM]
CCc1nn(C(C)C(=O)NC(C)CCc2ccco2)c(=O)c2cc3occc3n12 (stereo not given)	2%	-1%	2%	-5%	?	-17%	6%[38.3 µM]
O=C(/C=C\c1ccco1)Nc1nc(-c2ccc3ccccc3c2)cs1	-6%	-3%	/	-16%[10 µM]	-19%	/	/
CC(=O)Nc1ccc(C(=O)Nc2ccc(S(=O)(=O)N3CCCC3)cc2)cc1	7%	-1%	2%	-4%	17%	-2%	-2%[38.3 µM]
COc1ccc2c(c1)OCC(Cc1ccc(OC)c(OC(C)=O)c1)C2=O (stereo not given)	/	22%	-7%	-242%[inhibitor]	/	-23%	16%
CCOC(=O)Nc1sc(C)c(C)c1C(=O)OCC	14%	3%	1%	25%[10 µM]	1%	-6%	2%
CCOC(=O)C1[C@H]2C(=O)N(CCCOC)C[C@]23C=C[C@H]1O3 (stereo not given in full)	12%	6%	3%	-8%	9%	4%	2%[38.3 µM]
COc1ccccc1NC(=O)c1cccnc1	-8%	4%	2%	9%	0%	-10%	-9%[38.3 µM]
COc1ccc(C(=O)n2nc(-c3ccco3)nc2N)cc1	-5%	2%	4%	-4%[10 µM]	-15%	?	-8%
Cc1nc(SC(C(=O)c2ccccc2)c2ccccc2)n[nH]1 (stereo not given)	16%	1%	-1%	3%	2%	-19%	-16%[38.3 µM]
Cc1n[nH]c(=S)n1/N=C/c1ccc(OCc2ccc(Cl)cc2Cl)cc1	28%	7%	1%	/	2%	?	13%
CCOC(=O)c1c(N2C(=O)C3C4C=CC(C4)C3C2=O)sc2c1CCC(C)C2 (stereo not given)	-1%	3%	3%	0%[10 µM]	-8%	2%	2%
COc1ccccc1NS(=O)(=O)c1ccc(O)c(C(=O)OCC(=O)c2ccc(Cl)cc2Cl)c1	1%	-11%	7%	-23%	-7%[46 µM]	-1%	5%
CCCCNC(=O)Nc1cc(C(=O)OC)ccc1Cl	2%	-1%	-4%	6%	-6%	-4%	24%[38.3 µM]
O=C(c1cccc(Cl)c1)N1CCN(C(=O)c2ccco2)CC1	-6%	0%	-4%	1%	-1%	29%	24%[38.3 µM]
COc1ccc(/C=N/NC(=O)c2cc(C)n(-c3ccccc3)c2C)cc1OC	-1%	-5%	-3%	-81%[inhibitor]	8%[46 µM]	17%	17%
Cc1nc2ccccc2c(=O)n1NC(=O)c1ccc([N+](=O)[O-])cc1Cl	-8%	-8%	1%	-13%	12%[9.22 µM]	-19%	-2%
CC1(C)C(=O)C2(CCCC2)C(=O)OC1c1ccco1 (stereo not given)	-3%	2%	-8%	7%[0.074 µM]	23%	10%	21%[38.3 µM]

3 compounds drawn at random from those above:
mol	HttQ103 aggreg	CBFb RUNX1 block	Luc counter	HTT cytoprotect	LMNA splice mod	SMN2 splice enh	IMPase Li inh
Cc1n[nH]c(=S)n1/N=C/c1ccc(OCc2ccc(Cl)cc2Cl)cc1	28%	7%	1%	/	2%	?	13%
CCOC(=O)c1c(N2C(=O)C3C4C=CC(C4)C3C2=O)sc2c1CCC(C)C2 (stereo not given)	-1%	3%	3%	0%[10 µM]	-8%	2%	2%
CC(C)Nc1nc(NC(C)C)nc(N(C#N)C(C)C(=O)N(C)C)n1 (stereo not given)	-4%[9.22 µM]	7%	-4%	10%[10 µM]	18%[46 µM]	/	5%

Following part:
mol	HttQ103 aggreg	CBFb RUNX1 block	Luc counter	HTT cytoprotect	LMNA splice mod	SMN2 splice enh	IMPase Li inh
CCCN(CCC)S(=O)(=O)c1ccc(C(=O)OCCN2C(=O)c3cccc4c(N5CCOCC5)ccc(c34)C2=O)cc1	-2%	1%	-2%	/	0%	-42%[inhibitor]	-10%
O=C1/C(=C/c2ccc(F)cc2)SC(=S)N1Nc1ncc(C(F)(F)F)cc1Cl	-9%[9.22 µM]	-13%	0%	-9%	6%	-9%	53%[activator][38.3 µM]
O=C1C(Nc2ccccc2)=CC(=O)c2ncccc21	/	?	/	-187%[inhibitor]	/	-114%[inhibitor]	36%[activator]
O=C(C1CCC(=O)N1Cc1cccs1)N1CCOCC1 (stereo not given)	8%	1%	1%	-22%	6%[46 µM]	-5%	2%
CC(C)c1ccc2[nH]c(O)c(N=NC(=S)NCCc3ccccc3)c2c1	?	-1%	/	0%[10 µM]	?	/	/
CN=C1SC(C(=O)Nc2ccccc2Cl)CC(=O)N1c1ccc(OC(F)(F)Cl)cc1 (stereo not given)	-8%	-8%	-1%	?	/	-9%	13%
O=C(CNC(=O)c1ccccc1Br)N/N=C/c1ccc(O)cc1	12%	-6%	-2%	-3%[10 µM]	1%[46 µM]	-18%	36%[activator]
CCSc1ncnc2c1oc1ccccc12	22%	13%	/	-3%	-3%	/	/
COc1cc(/C=C\C(=O)Nc2cc(=O)n(C)c(=O)n2C)cc(OC)c1OC	3%	8%	2%	6%	?	5%	4%
COc1ccc(S(=O)(=O)N2CCC[C@H]2C(=O)NC2=NCCS2)cc1	7%	1%	5%	-4%	11%	-6%	-14%[38.3 µM]
O=C(CCc1ccccc1)NNC(=O)c1ccc(Br)cc1	12%[9.22 µM]	14%	-3%	14%[10 µM]	/	/	-3%
COC(=O)c1cc(NC(=O)c2cc(-c3ccc(C(F)(F)F)cc3)oc2C(F)(F)F)ccc1N1CCOCC1	-20%[9.22 µM]	2%	/	-5%[10 µM]	/	/	/
COc1cc(OC)c(-n2cc(-c3ccc(Cl)cc3)[nH]c2=O)cc1Cl	16%	3%	5%	-16%[10 µM]	9%	0%	5%
CCN(C(=O)c1ccco1)c1nnc(-c2ccc(OC)cc2)s1	-9%	1%	-22%	-38%[10 µM]	-2%	13µM*	-16%
CN(CCOc1ccc(CC2SC(=O)NC2=O)cc1)c1ccccn1 (stereo not given)	8%	6%	-1%	-41%[inhibitor]	?	1%	7%
C=C1c2cccc(OC)c2O[C@H](C(=O)OCC)[C@@H]1CCC(C)C	/	6%[89.1 µM]	2%[39.9 µM]	0%	/	/	6%
CC(=O)NCC1=C(NC(C)=O)C2CC1C(C)(C)C2C (stereo not given)	-4%	5%	-3%	-6%[0.074 µM]	5%	/	27%[38.3 µM]
O=C(COC(=O)c1ccc2c(c1)OCO2)Nc1ncc(Cl)cc1Cl	-19%	8%	-1%	5%[0.074 µM]	3%	7%	3%
COc1ccc(-n2c(=O)[nH]cc(C(=O)Nc3ccccc3)c2=O)cc1	-6%	3%	6%	-3%[10 µM]	-17%	27%	18%[38.3 µM]
COc1ccc(C(=O)Nc2ccc3nc(C)sc3c2)cc1OC	14%	-1%	-24%	-65%[inhibitor]	/	/	16%
C=CCNC(=O)C1=NOC(CNC(=O)c2c(-c3ccccc3Cl)noc2C)C1 (stereo not given)	9%	18%	0%	22%[10 µM]	?	5%	11%[38.3 µM]
COc1ccccc1-c1nnc(SCC(=O)OC(C)C)o1	15%	5%	-4%	-11%	10%	28%	-4%[38.3 µM]
COc1ccc(NC(=O)NCCc2ccc(Cl)cc2)cc1OC	-8%[9.22 µM]	-7%	/	12%[10 µM]	/	/	-1%
CC1(C)CC(=O)c2sc(N)nc2C1	15%	5%	0%	0%[1.9 µM]	?	13%	16%[38.3 µM]
COCCNC(=O)CSc1nc2ccc(N3CCOCC3)cc2c(=O)n1CCc1ccccc1	-6%	-1%	-2%	-1%	16%	-3%	4%[38.3 µM]
O=c1[nH]c2ccc(N=Cc3c(O)ccc4cc(Br)ccc34)cc2[nH]1	25%	?	1%	14%[10 µM]	1%	-1%	-5%
Cc1cc[n+](-c2[nH]c(=O)sc2/C=N/N=C(\[O-])CCn2c3ccccc3c3ccccc32)cc1	6%[9.22 µM]	-10%	/	4%[10 µM]	/	/	/
